Source: PubChem
TDP1 cell noCPT: qHTS for Inhibitors of human tyrosyl-DNA phosphodiesterase 1 (TDP1): qHTS in cells in absence of CPT; DT40 Tdp1-/- hTDP1 cells, no CPT, ATP luminescence, 48 h; Potency, µM (series often up to 46.2 µM), inactives show at the top dose activity change, negative = growth inhibition, actives largely listed as inhibitors; 420,000 compounds, 15% hits; AID 686978, 2013; further: nearly all actives have a fitted effect of over 55% in size
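Cells were dispensed at 400 per well, compounds added by pin tool, plates incubated ≥48 hr at 37 °C, then CellTiter-Glo added for 30 min at room temperature before luminescence reading. Line: DT40 Tdp1-/- complemented with hTDP1; camptothecin omitted.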
TDP1 block: TDP1 (human) enzyme inhibition; 350,000 compounds, 0.28% hits; Q9NUW8; AID 485290; Potency, µM (highest dose often 130 µM), inactives show at the highest dose activity change, negative = inhibition, most hits filed as inhibitors; recombinant TDP1, AlphaScreen DNA substrate cleavage; further: nearly all actives have a fitted effect of over 40% in size
Target sequence (Q9NUW8 whole entry, looked up): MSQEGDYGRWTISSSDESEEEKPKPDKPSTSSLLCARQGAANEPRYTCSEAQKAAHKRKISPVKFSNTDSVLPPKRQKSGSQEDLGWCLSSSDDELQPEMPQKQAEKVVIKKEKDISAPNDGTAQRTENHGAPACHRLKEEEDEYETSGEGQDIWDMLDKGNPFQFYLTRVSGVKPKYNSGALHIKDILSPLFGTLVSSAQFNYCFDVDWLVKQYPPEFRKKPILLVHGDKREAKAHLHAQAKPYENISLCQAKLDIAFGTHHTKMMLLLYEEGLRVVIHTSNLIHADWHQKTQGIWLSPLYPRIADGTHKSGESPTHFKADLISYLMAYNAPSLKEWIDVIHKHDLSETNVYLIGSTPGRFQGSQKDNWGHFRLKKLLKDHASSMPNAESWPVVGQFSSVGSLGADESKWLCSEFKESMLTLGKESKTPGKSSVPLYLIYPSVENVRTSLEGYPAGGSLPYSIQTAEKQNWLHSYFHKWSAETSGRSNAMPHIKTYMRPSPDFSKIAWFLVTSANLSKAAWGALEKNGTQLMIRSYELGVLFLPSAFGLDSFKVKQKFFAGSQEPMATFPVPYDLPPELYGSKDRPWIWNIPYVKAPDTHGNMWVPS
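Here, a 5' biotin and 3' phosphotyrosine-FITC DNA oligonucleotide reports Tdp1 activity: intact substrate bridges AlphaScreen beads, while cleavage leaves a 3' phosphate and drops signal. All incubations at room temperature.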
N370S GC mod: N370S glucocerebrosidase modulation, Gaucher chaperone candidate. P04062. N370S GC spleen homogenate, 4MU-glucoside fluorescence. Potency, µM (series often up to 59.4 µM), for inactives: top-dose activity change, negative = inhibition, hits mostly inhibitors. 330,000 compounds, 0.092% hits. AID 2101;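 further: 0% = full enzyme activity and -100% = no enzyme basal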
The depositor's hits bear a star; u = inconclusive; x = not tested or not shown; & = joins results of further samples; [ ] = dose if it differs, or a comment. The call rests on the fitted dose curve; in most records, active means well fitted curve in the direction sought with a large enough effect; inconclusive means small, poorly fitted or top-dose-only effect, or another doubt; inactive means no such curve, though single readings can be large; an effect the other way counts as inactive or inconclusive. Unless noted, on the % scale 0 is the no-effect control and ±100 the full control effect; potency means the concentration at half of the fitted maximal effect. A portion of the library; count on the stated rates, not on these rows.

SMILES	TDP1 cell noCPT	TDP1 block	N370S GC mod
CC(NC(=O)c1ccco1)c1cccc2ccccc12 (stereo not given)	-33.3%	2.5%	-1.6%
CCOc1cc(C(=O)OCc2ccc(OC)cc2)ccc1OCC(=O)N1CCOCC1	u	1.1%	x
Cc1ccsc1C(=O)NNC(=O)C1CC=CCC1C(=O)O (stereo not given)	-15.7%	0.0%	-9.2%
Cc1cc(C(=O)Nc2ccccc2C)on1	-10.4%	x	0.9%
CCOC(=O)c1cc(-c2ccccc2)n(CC(=O)Nc2cc(OC)cc(OC)c2)c1C	16.4µM*	5.6%	-19.4%
CN(C)CCCN(C(=O)CCc1ccccc1)c1nc2ccc(Cl)cc2s1	23.1µM*	2.6%	-11.3%
CN1COc2ccc3ccccc3c2C1	-14.4%	0.0%	-3.8%
CC(=O)N1CCCc2cc(S(=O)(=O)N3CCCC(C(=O)N4CCN(c5cc(C)ccc5C)CC4)C3)ccc21 (stereo not given)	6.51µM*	12.8%&8.8%	-6.1%
CCOc1cc(CNC(=O)C(NS(=O)(=O)c2cccs2)C(C)C)cc(OCC)c1OCC (stereo not given)	-3.9%	1.2%	x
Cc1cccn2c(=O)c3cc(C(=O)NCCc4ccccc4)sc3nc12	u	-16.3%	u
Cc1c(Br)c(C(=O)NNC(=O)c2ccc(C(C)(C)C)cc2)nn1C	u	7.7%	-3.0%
COc1ccc2c(c1)[nH]c1c(N3CCSCC3)ncnc12	8.2µM*	6.8%	2.4%
COC(=O)CNC(=O)C(Cc1ccccc1)NS(=O)(=O)c1ccc2c(c1)c(=O)n(C)c(=O)n2C (stereo not given)	-15.6%&-13.7%	-5.0%&8.1%	-3.2%
COc1ccc(OC)c(CNC(=O)c2cc(=O)[nH]c3ccc(S(=O)(=O)N4CCCCC4C)cc23)c1 (stereo not given)	16.4µM*	2.6%	x
O=C(COC(=O)c1ccc(Cl)nc1)Nc1cc(S(=O)(=O)N2CCCCC2)ccc1Cl	u	2.6%	6.6%
CC(=O)Nc1ccc(C(=O)OCCC(C)C)cc1	-28.5%	9.5%	7.8%
CN(C)CCN(C(=O)c1cccc(N2C(=O)CCC2=O)c1)c1nc2ccc(Br)cc2s1	-3.5%	4.9%	-9.1%
COc1cccc(NS(=O)(=O)c2cc3[nH]c(=O)c(=O)[nH]c3cc2C)c1	5.7%	2.7%	-27.5%
O=C(c1cc(F)c(F)cc1Cl)N1CCN(S(=O)(=O)c2cccs2)CC1	-17.4%	-0.4%	-3.8%
Cc1nc(-c2ccc(Cl)cc2)sc1CCNC(=O)C(=O)Nc1ccc2c(c1)OCCO2	u	3.0%	x

The closing 5 records of the part before open the next one.
SMILES	TDP1 cell noCPT	TDP1 block	N370S GC mod
CC(=O)Nc1ccc(C(=O)OCCC(C)C)cc1	-28.5%	9.5%	7.8%
CN(C)CCN(C(=O)c1cccc(N2C(=O)CCC2=O)c1)c1nc2ccc(Br)cc2s1	-3.5%	4.9%	-9.1%
COc1cccc(NS(=O)(=O)c2cc3[nH]c(=O)c(=O)[nH]c3cc2C)c1	5.7%	2.7%	-27.5%
O=C(c1cc(F)c(F)cc1Cl)N1CCN(S(=O)(=O)c2cccs2)CC1	-17.4%	-0.4%	-3.8%
Cc1nc(-c2ccc(Cl)cc2)sc1CCNC(=O)C(=O)Nc1ccc2c(c1)OCCO2	u	3.0%	x
Cc1cc(C)n(-c2nc3ccccc3nc2Nc2cc(Cl)ccc2C)n1	5.9%	-2.5%	x
Cn1cnnc1SCC(=O)Nc1ccc(Cl)cc1	28.2%	2.4%	-1.2%
CCOC(=O)C1=C(C)NC(C)=C(C(=O)OCC)C1C(=O)OCC(N)=O	-1.0%	1.8%	-21.6%
Oc1ccccc1-c1cc(-c2ccccc2)no1	u	2.5%	2.0%
CCOC(=O)C1CCN(c2c(NCCN3CCN(c4ccccc4)CC3)c(=O)c2=O)CC1	-13.4%	0.0%	0.7%
Cc1nn(-c2ccc(N3CCCC3)nn2)c(C)c1CCC(=O)NCc1ccccc1	-16.7%	4.5%	x
Cc1ccccc1N1CCN(C2CCCN(C(=O)c3cn4cccc(C)c4n3)C2)CC1 (stereo not given)	8.2µM*	x	-10.7%
O=C1Nc2ccccc2/C1=C/c1cccnc1	u	1.2%	8.2%
CCCCC(O)(CCCC)C(=O)NNc1ccccc1	-3.1%	0.0%	-16.3%
CCCCNC(=O)c1ccc2c(c1)N(CC)C(=O)c1ccccc1S2(=O)=O	u	6.5%	1.8%

As entered above:
`Cn1cnnc1SCC(=O)Nc1ccc(Cl)cc1` in TDP1 cell noCPT is entered as 28.2%
`CCCCNC(=O)c1ccc2c(c1)N(CC)C(=O)c1ccccc1S2(=O)=O` in N370S GC mod is entered as 1.8%

Further records
SMILES	TDP1 cell noCPT	TDP1 block	N370S GC mod
CC1(C)CC(=O)C(Br)=C(O)C1	-8.6%	-10.3%	6.5%
OC(c1cccs1)(c1cccs1)C1C[N+]2(CF)CCC1CC2 (stereo not given)	1.1%	2.8%	9.1%
CCOc1ccc(C(=O)Nc2ccc(Cl)cn2)cc1Cl	u	4.0%	17.3%
COC(=O)[C@@H]1C[C@@]2(O)[C@H](O)[C@H](O)[C@H](O)C[C@H]2N1CC(c1ccccc1)c1ccccc1	0.6%	2.7%&1.2%	-0.6%&-2.0%
CCOC(=O)C(=NC(C)CC)NNc1cccc(C(F)(F)F)c1 (stereo not given)	u	-1.9%	-27.8%
CCC(=O)Nc1cccc(NC(=O)CSc2nnc(-c3ccc(NS(C)(=O)=O)cc3)n2C)c1	-6.5%	3.9%	0.9%
CC(=O)c1ccc(N2CCN(S(=O)(=O)c3ccc4c(c3)CC(=O)N4C)CC2)cc1	u	4.9%	-0.9%
COc1ccc(C(=O)COC(=O)C2CCN(c3ccc(C(F)(F)F)cn3)CC2)c(OC)c1	20.6µM*	-12.8%	16.2%
O=C(Nc1ccc(NC(=O)c2ccncc2)cc1)c1ccncc1	x	-2.6%	-6.5%
C=CCn1c(N)cc(=O)nc1SCC(=O)Nc1cccc2ccccc12	-7.7%	2.0%	1.5%
CN1CCN(C(=O)C2=C[C@@H](C3CC3)C[C@@H](OCc3ccc(CO)cc3)O2)CC1	-7.8%	5.1%	-5.5%
O=C(Nc1ccc(F)cc1)c1ccc2[nH]c(=O)c(=O)[nH]c2c1	u	0.4%	u
COc1ccc(CC(=O)N2CCOCC2)cc1OC	7.5%	2.2%	3.2%
CCN(CC)C(=O)Cn1cc(S(=O)(=O)CC(=O)Nc2ccc(OC)c(OC)c2)c2ccccc21	1.8%	5.2%	-1.3%
C(=C\c1ccccc1)/CSc1nnc(-c2cccnc2)n1Cc1ccco1	4.0%	2.9%	-9.1%
COc1ccc(CCC(=O)N2CCN(S(=O)(=O)c3ccc(OC(F)(F)F)cc3)CC2)cc1	-0.1%	-0.5%[56.1 µM]	x
CCN=c1scc(-c2ccc(F)cc2)n1/N=C/c1ccccn1	16.4µM*	2.7%	0.2%
CCNCCNC(=O)c1c(O)c2ccccc2n(CC)c1=O	-17.7%	-5.6%	3.3%
Cc1ccc(OCC(=O)Nc2ccc3nn(-c4ccc(C)cc4)nc3c2)cc1	-7.7%	-0.6%	x
Cc1cc(C(=O)NNc2cc(Cl)ccc2Cl)no1	u	5.5%	-15.3%

As a short view, 2 of the compounds above.
SMILES	TDP1 cell noCPT	TDP1 block	N370S GC mod
Cc1ccc(OCC(=O)Nc2ccc3nn(-c4ccc(C)cc4)nc3c2)cc1	-7.7%	-0.6%	x
Cc1cc(C(=O)NNc2cc(Cl)ccc2Cl)no1	u	5.5%	-15.3%

(more compounds)
SMILES	TDP1 cell noCPT	TDP1 block	N370S GC mod
CCCCc1nc(C(N)=O)c2[nH]c(=O)n(-c3ccc(OC)c(OC)c3)c2n1	1.5%	0.4%	1.4%
CCc1ccc(NC(=O)CCc2ccc(C)o2)cc1	-3.0%	x	-0.7%
COc1ccc2cc(S(=O)(=O)NCCCN3CCOCC3)ccc2c1	u	5.1%	-25.6%
Cc1ccc(-n2nc(-c3ccc(F)cc3)c3cnc4cc5c(cc4c32)OCO5)cc1C	-2.5%	0.0%	x
N[C@@H](CCCCNC(=O)CCCC[C@@H]1SC[C@H]2NC(=O)N[C@H]12)C(=O)O	x	29.2%	-1.7%
COc1ccc(OCCCC(=O)NCCc2nc3ccccc3[nH]2)cc1	-8.9%	2.5%	-6.8%
O=C(NC(NCc1ccccn1)(C(F)(F)F)C(F)(F)F)c1ccco1	-6.3%	5.3%	11.6%
CSCCC(NC(=O)c1ccccc1Cl)C(=O)NNC(=O)c1csc(N2CCOCC2)n1 (stereo not given)	-16.1%	0.8%[0.505 µM]	-0.8%
CC(=O)Nc1nnc(SCC(=O)Nc2ccc(N3CCOCC3)c(Cl)c2)s1	32.1%[activator]	x	13.5%
CC(C)Oc1ccc(CNC(=O)Oc2ccccc2)cc1	-11.9%	x	-0.9%
CC1=CC(C)(C)N(C(=O)CCl)c2ccccc21	-56.1%	-5.6%	-12.9%
Cc1cc(=O)[nH]c(N/N=C/c2c[nH]c3ccccc23)n1	u	u	-0.8%
COC(=O)COc1cccc(NS(=O)(=O)c2cccc([N+](=O)[O-])c2)c1	3.3%	0.0%	0.8%
COc1ccc(C)cc1-n1nnnc1SCC(=O)NC1CC1	2.7%	-0.6%[56.1 µM]	x
O=C(O)CCC(=O)N1CCN(c2nc(-c3ccccc3Cl)c3cc(Br)ccc3n2)CC1	u	-5.3%	u
Cc1cccc(NC(=O)N2CCN(C(=O)c3nsc4ccccc34)CC2)c1C	u	8.1%	x
CC(=O)N1CCN(CC(=O)NC(=O)Nc2ccc3c(c2)OCCO3)CC1	2.7%	1.0%	0.8%
CC1CCCCC12NC(=O)N(CC(=O)NC1CCCc3ccccc31)C2=O (stereo not given)	-11.8%	2.7%	8.8%
CCN(CC)CC(=O)Nc1cc(N(C)C)nc2ccccc12	-28.1%	-8.6%	21.0%
C=CCC1c2cccc(C(=O)O)c2C(=O)N1c1cccc(OC)c1 (stereo not given)	2.3%	-2.7%	9.8%
Cc1cc(C)nc(SCCC(=O)Nc2cccc3ccccc23)n1	-24.8%	1.0%	-4.2%
COc1cccc(NC(=O)CSc2nc3c(oc4ccccc43)c(=O)n2Cc2ccco2)c1	9.2µM*	7.8%	x
COc1ccc(N2CCN(C(C)C(=O)N3CCc4ccccc43)CC2)cc1 (stereo not given)	u	7.9%[0.0935 µM]	-6.8%
Cc1cc(C)c(NC(=O)NC2CCCCC2)c(C)c1	-24.8%	0.0%	10.3%
COc1ccc(CNC(=O)C(NS(=O)(=O)c2cccc3nsnc23)C(C)C)cc1 (stereo not given)	0.7%	-0.4%	-6.3%
Cc1ncc([N+](=O)[O-])n1CC(=O)Nc1cc(Cl)ccc1Cl	6.7%	x	1.5%
COc1cccc([C@@H]2CC=C(C(=O)O)[C@H](c3ccc(C)cc3)N2S(=O)(=O)c2ccc(C)cc2)c1	-26.2%	0.4%	x
Cc1nc2ccccn2c1C(=O)N=Nc1c(O)[nH]c2ccccc12	-20.0%	-8.2%	5.2%
Cc1ccc(S(=O)(=O)N2[C@@H](c3ccccc3)C(C(=O)O)=CC[C@H]2c2ccc(Cl)c(Cl)c2)cc1	-6.3%	0.2%	3.8%
CCOC(=O)c1c(C)nc2c3ccccc3ccn12	-20.4%	3.3%	-1.0%
O=S(=O)(c1ccccc1)c1nc(-c2ccccc2)oc1N1CCCC1	-7.6%	-10.3%	4.6%
C=CCN1C2CCCC1CC(NC(=O)Nc1cccc(C(C)=O)c1)C2 (stereo not given)	-6.8%	-2.4%	-2.3%
